PRC2 inh – EZH2 (human) methyltransferase inhibition | AID 651548 | Q15910 | inhibition, % at 12.5 µM | PRC2 H3K27 methylation, DELFIA TRF, 1 h | 57,000 tested, 0.35% active;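 active means mean inhibition of replicates at least 50% and every single replicate also reaching 50%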;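 further: dimethyl H3K27 on biotinylated H3 21-44 peptide detected by antibody; plate controls were median neutral control wells for no effect and median positive control wells for full effect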
Target sequence (Q15910 whole entry, looked up): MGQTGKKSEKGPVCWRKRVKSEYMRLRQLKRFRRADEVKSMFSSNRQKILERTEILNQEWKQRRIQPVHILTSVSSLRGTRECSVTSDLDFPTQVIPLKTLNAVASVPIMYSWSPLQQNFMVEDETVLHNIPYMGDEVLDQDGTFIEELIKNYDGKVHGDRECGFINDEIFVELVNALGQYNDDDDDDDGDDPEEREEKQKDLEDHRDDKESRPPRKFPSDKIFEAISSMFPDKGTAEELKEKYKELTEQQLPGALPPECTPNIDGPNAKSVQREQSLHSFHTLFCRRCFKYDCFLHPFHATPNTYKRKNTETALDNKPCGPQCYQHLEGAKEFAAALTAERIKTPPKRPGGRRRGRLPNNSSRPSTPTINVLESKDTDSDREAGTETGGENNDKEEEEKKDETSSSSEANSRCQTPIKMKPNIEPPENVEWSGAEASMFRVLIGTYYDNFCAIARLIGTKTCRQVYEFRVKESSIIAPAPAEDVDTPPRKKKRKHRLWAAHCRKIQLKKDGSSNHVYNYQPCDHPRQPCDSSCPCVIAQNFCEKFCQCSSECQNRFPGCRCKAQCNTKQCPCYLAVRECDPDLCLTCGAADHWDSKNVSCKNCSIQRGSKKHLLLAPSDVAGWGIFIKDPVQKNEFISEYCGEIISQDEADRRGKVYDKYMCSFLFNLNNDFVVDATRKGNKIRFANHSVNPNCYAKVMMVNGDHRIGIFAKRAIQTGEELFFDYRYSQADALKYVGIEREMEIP
IDH1 mut inh – blocks human IDH1 R132H reductase activity; O75874; diaphorase/resazurin fluorescence, 60 min; inhibition, % at 10 µM; AID 624101; 70,000 tested, 0.18% active; in the data active means inhibition above about 34%;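 further: 0% = DMSO and 100% = no enzyme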
Active calls of the source: *; · = not tested or not shown. Some of the compounds tested (hit frequency here may not be typical).

SMILES | PRC2 inh | IDH1 mut inh
C[C@H]1CN([C@@H](C)CO)C(=O)c2cccc(N(C)C)c2O[C@@H]1CN(C)C(=O)NC1CCCCC1 | -5.2 | 0.3
COc1ccccc1C(=O)Nc1ccc2c(c1)C(=O)N(C)C[C@@H](OC)[C@H](C)CN[C@@H](C)CO2 | -0.1 | 0.0
C[C@H]1CN([C@@H](C)CO)C(=O)c2cc(Br)cnc2O[C@@H]1CN(C)C(=O)c1ccccc1F | -10.0 | -1.4
C[C@@H]1CCCCO[C@@H](CN(C)Cc2ccc(C(F)(F)F)cc2)[C@H](C)CN([C@H](C)CO)C(=O)c2cc(NC(=O)Nc3cccc4ccccc34)ccc2O1 | · | -3.2
O=C(Cn1ccc([N+](=O)[O-])n1)NCc1cccs1 | -18.8 | 0.4
COc1cc(/C=C(\C#N)C(N)=O)cc(CSc2nc3ccccc3s2)c1O | · | -3.3
CN(C)CC(=O)Nc1ccc2c(c1)[C@H]1C[C@H](CC(=O)N3CCOCC3)O[C@@H](CO)[C@H]1O2 | -7.7 | 0.1
Cc1ccc(S(=O)(=O)N(C)C[C@@H]2Oc3ccc(NS(C)(=O)=O)cc3C(=O)N([C@@H](C)CO)C[C@@H]2C)cc1 | · | -2.7
S=C(NCCCc1cnc[nH]1)NCCCN(Cc1ccc(Cl)c(Cl)c1)c1ccc(Br)cn1 | 15.1 | 1.1
Cc1nc2c(c(=O)[nH]1)CSCC2 | 4.2 | 0.6
CCC(=O)N[C@@H]1CC[C@@H](CCn2cc(-c3cccc(OC)c3)nn2)O[C@@H]1CO | -3.6 | -0.1
CC(=O)Nc1ccc(Nc2ncnc3c2cnn3Cc2ccc(Cl)cc2)cc1 | 4.1 | 0.1
COc1ccc(-c2csc3ncnc(SCc4c(C)noc4C)c23)cc1 | 37.2 | -0.2
CN(C)C(=O)C[C@H]1C[C@H]2c3cc(NC(=O)C4CCC4)ccc3O[C@H]2[C@@H](CO)O1 | 13.4 | 0.5
C[C@H]1CN([C@@H](C)CO)C(=O)c2ccccc2-c2ccccc2CO[C@H]1CN(C)Cc1cccnc1 | 7.1 | -0.6
C[C@H]1CN([C@@H](C)CO)C(=O)c2cccc(NC(=O)c3nc4ccccc4s3)c2O[C@H]1CN(C)C(=O)Nc1ccccc1 | · | -1.2
C[C@@H]1CN([C@H](C)CO)C(=O)c2cccc(NC(=O)NC3CCCCC3)c2O[C@@H]1CN(C)Cc1ccc2c(c1)OCO2 | -4.8 | ·
CCOC(=O)c1cnc2c(C(F)(F)F)cccc2c1NCCO | 13.5 | -0.5
NC(=O)CSc1nc2ccc([N+](=O)[O-])cc2[nH]1 | -9.0 | -0.5
Cc1noc(C)c1S(=O)(=O)Nc1ccc2c(c1)CC(=O)N([C@H](C)CO)C[C@H](C)[C@@H](CN(C)C(=O)NC(C)C)O2 | · | 5.8
C[C@H](CO)N1C[C@H](C)[C@@H](CN(C)S(=O)(=O)c2cccs2)OCc2ccccc2-c2ccccc2C1=O | 22.0 | -4.6
O=C(CCN1CCCCC1)NCC[C@H]1CC[C@H](NC(=O)C2CCC2)[C@H](CO)O1 | -8.8 | 0.2
CCCNC(=O)N(C)C[C@H]1Oc2cc(-c3ccccc3)ccc2S(=O)(=O)N([C@@H](C)CO)C[C@H]1C | 0.1 | 0.8
C[C@H]1CCCCO[C@H](CN(C)CC2CCCCC2)[C@@H](C)CN([C@@H](C)CO)C(=O)c2cc(NS(=O)(=O)c3ccccc3)ccc2O1 | · | 1.2
CN(C)CC(=O)Nc1ccc2c(c1)[C@H]1C[C@H](CC(=O)NC3CCCCC3)O[C@@H](CO)[C@H]1O2 | -6.3 | 0.0
C[C@@H]1CN([C@H](C)CO)C(=O)Cc2cc(NC(=O)Cc3ccccc3)ccc2O[C@@H]1CN(C)S(=O)(=O)c1ccccc1 | -6.4 | ·
COc1ccc(S(=O)(=O)N(C)C[C@H]2Oc3cc(C4=CCCC4)ccc3S(=O)(=O)N([C@@H](C)CO)C[C@@H]2C)cc1 | 10.0 | 0.3
CSc1ccccc1NC(=O)CN(C)S(=O)(=O)c1ccc(Cl)cc1 | 5.7 | 0.1
CC(C)(O)/C=C/C1=CC(O)C(C)(O)CC1O (stereo not drawn) | · | 0.2
COc1cc(O[C@@H]2O[C@H](CO[C@H]3OC[C@](O)(COC(=O)c4ccc(O)c(OC)c4)[C@H]3O)[C@@H](O)[C@H](O)[C@H]2O)ccc1O | · | -0.5
Cc1ccccc1S(=O)(=O)N(C)C[C@H]1OCc2ccccc2-c2c(n(C)c3ccccc23)C(=O)N([C@H](C)CO)C[C@H]1C | -23.5 | 0.5
C[C@@H]1CN([C@H](C)CO)S(=O)(=O)c2ccc(C#Cc3ccccc3)cc2O[C@@H]1CN(C)C(=O)c1ccccn1 | -22.0 | 0.7
CC(C)CC#Cc1ccc2c(c1)O[C@@H](CN(C)C(=O)C1CCC1)[C@@H](C)CN([C@@H](C)CO)S2(=O)=O | -10.5 | ·
C[C@@H]1CN([C@H](C)CO)C(=O)Cc2cc(NS(=O)(=O)c3ccccc3)ccc2O[C@@H]1CN(C)Cc1ccccc1 | 10.6 | -2.9
C[C@H]1CN([C@@H](C)CO)C(=O)Cc2cc(NC(=O)c3ccncc3)ccc2O[C@H]1CN(C)Cc1ccc2c(c1)OCO2 | -5.7 | 0.0
CNC[C@@H]1OCCCC[C@@H](C)Oc2ccc(N(C)C)cc2C(=O)N([C@H](C)CO)C[C@@H]1C | -5.2 | 0.0
CNC[C@H]1Oc2ccc(NC(=O)Nc3cccc4ccccc34)cc2CC(=O)N([C@H](C)CO)C[C@@H]1C | 2.1 | -2.0
C[C@@H]1CCCCO[C@@H](CN(C)S(=O)(=O)c2cccs2)[C@H](C)CN([C@H](C)CO)C(=O)c2cc(NC(=O)C3CCCCC3)ccc2O1 | · | 0.6
C/C=C1/[C@H](O[C@@H]2O[C@H](CO)[C@@H](O)[C@H](O)[C@H]2O)OC=C2C(=O)O[C@@H]3C[C@@H](C(C)CO)[C@H](COC(=O)C[C@H]21)[C@H]3C (stereo partly drawn) | -12.8 | 0.1
Cc1noc(C)c1S(=O)(=O)Nc1ccc2c(c1)CC(=O)N([C@@H](C)CO)C[C@@H](C)[C@@H](CN(C)Cc1ccccc1)O2 | 15.2 | 1.3
C[C@@H]1CN([C@H](C)CO)S(=O)(=O)c2ccc(-c3cccnc3)cc2O[C@@H]1CN(C)C(=O)CC1CC1 | -8.5 | 0.1
COc1ccc(S(=O)(=O)Nc2ccc3c(c2)CC(=O)N([C@@H](C)CO)C[C@H](C)[C@@H](CN(C)S(=O)(=O)c2ccc(C)cc2)O3)cc1 | · | -0.1
Cc1noc(C)c1NC(=O)N[C@@H]1CC[C@H](CCNC(=O)C2CC2)O[C@H]1CO | -9.1 | 0.0
C[C@@H]1CN([C@H](C)CO)C(=O)c2cccc(NC(=O)C3CCOCC3)c2O[C@H]1CN(C)Cc1ccc(C(=O)Nc2ccccc2N)cc1 | -13.3 | ·
CCCNC(=O)N(C)C[C@H]1Oc2cc(-c3ccc(C)cc3)ccc2S(=O)(=O)N([C@H](C)CO)C[C@@H]1C | -2.0 | -0.6
Cc1ccc(S(=O)(=O)Nc2cccc3c2O[C@@H](CN(C)CC2CCCCC2)[C@@H](C)CN([C@@H](C)CO)C3=O)cc1 | -11.0 | 5.8
CC(C)CC#Cc1ccc2c(c1)O[C@@H](CN(C)S(=O)(=O)c1cccc(F)c1)[C@H](C)CN([C@H](C)CO)S2(=O)=O | -3.3 | -5.1
C[C@@H]1CN([C@@H](C)CO)C(=O)c2cc(NC(=O)C3CC3)ccc2O[C@H]1CN(C)C(=O)Nc1ccccc1 | 10.3 | 2.4
CC(C)C#Cc1cnc2c(c1)C(=O)N([C@@H](C)CO)C[C@@H](C)[C@H](CN(C)C(=O)c1cccnc1)O2 | 2.5 | -1.0
C[C@@H](NC(=O)C[C@@H]1C=C[C@H](NC(=O)Cc2ccccn2)[C@@H](CO)O1)c1ccccc1 | 3.5 | 0.2

Another view of ten compounds above:
Every second line gives: PRC2 inh, IDH1 mut inh
> C[C@@H]1CN([C@H](C)CO)S(=O)(=O)c2ccc(-c3cccnc3)cc2O[C@@H]1CN(C)C(=O)CC1CC1
 : -8.5, 0.1
> COc1ccc(S(=O)(=O)Nc2ccc3c(c2)CC(=O)N([C@@H](C)CO)C[C@H](C)[C@@H](CN(C)S(=O)(=O)c2ccc(C)cc2)O3)cc1
 : ·, -0.1
> Cc1noc(C)c1NC(=O)N[C@@H]1CC[C@H](CCNC(=O)C2CC2)O[C@H]1CO
 : -9.1, 0.0
> C[C@@H]1CN([C@H](C)CO)C(=O)c2cccc(NC(=O)C3CCOCC3)c2O[C@H]1CN(C)Cc1ccc(C(=O)Nc2ccccc2N)cc1
 : -13.3, ·
> CCCNC(=O)N(C)C[C@H]1Oc2cc(-c3ccc(C)cc3)ccc2S(=O)(=O)N([C@H](C)CO)C[C@@H]1C
 : -2.0, -0.6
> Cc1ccc(S(=O)(=O)Nc2cccc3c2O[C@@H](CN(C)CC2CCCCC2)[C@@H](C)CN([C@@H](C)CO)C3=O)cc1
 : -11.0, 5.8
> CC(C)CC#Cc1ccc2c(c1)O[C@@H](CN(C)S(=O)(=O)c1cccc(F)c1)[C@H](C)CN([C@H](C)CO)S2(=O)=O
 : -3.3, -5.1
> C[C@@H]1CN([C@@H](C)CO)C(=O)c2cc(NC(=O)C3CC3)ccc2O[C@H]1CN(C)C(=O)Nc1ccccc1
 : 10.3, 2.4
> CC(C)C#Cc1cnc2c(c1)C(=O)N([C@@H](C)CO)C[C@@H](C)[C@H](CN(C)C(=O)c1cccnc1)O2
 : 2.5, -1.0
> C[C@@H](NC(=O)C[C@@H]1C=C[C@H](NC(=O)Cc2ccccn2)[C@@H](CO)O1)c1ccccc1
 : 3.5, 0.2

Continuation:
SMILES | PRC2 inh | IDH1 mut inh
C[C@@H](NC(=O)C[C@@H]1C=C[C@@H](NC(=O)c2cccnc2)[C@H](CO)O1)c1ccccc1 | 2.9 | -0.3
COCCNC(=O)c1cc2c(c(-c3cccc(-c4cccc(F)c4)c3)n1)[C@H](CCO)N([S@@](=O)C(C)(C)C)C2 | 1.3 | 0.1
CS(=O)(=O)N(CC(=O)Nc1cccc(C(F)(F)F)c1)c1ccc(F)c(Cl)c1 | 8.2 | 0.3
Cc1noc(C)c1NC(=O)Nc1ccc2c(c1)CC(=O)N([C@@H](C)CO)C[C@@H](C)[C@H](CN(C)C(=O)Nc1c(C)noc1C)O2 | · | -0.2
CO[C@@H]1CN(C)C(=O)c2ccc(NS(=O)(=O)c3ccccc3)cc2OC[C@H](C)N(C(=O)NC(C)C)C[C@H]1C | 8.3 | -0.3
COc1ccc(S(=O)(=O)N[C@@H]2CC[C@@H](CC(=O)NCCc3ccccc3)O[C@@H]2CO)cc1 | 6.5 | 0.2
COc1cc(C(=O)NC2(C(F)(F)F)C(=O)N(CC3CCCO3)C3=C2C(=O)CC(C)(C)C3)cc(OC)c1OC (stereo not drawn) | 5.6 | -0.1
COc1ccc(CN(C)C[C@@H]2Oc3ccc(NS(=O)(=O)c4ccccc4)cc3CC(=O)N([C@@H](C)CO)C[C@H]2C)cc1 | · | 0.5
C[C@@H]1CN([C@H](C)CO)C(=O)c2cc(-c3ccncc3)cnc2O[C@H]1CN(C)C(=O)C1CCC1 | -2.0 | ·
C[C@@H]1CN([C@@H](C)CO)C(=O)c2cc(C#Cc3cccnc3)cnc2O[C@H]1CN(C)Cc1ccccc1 | -11.2 | -0.3
Cc1ccc(S(=O)(=O)N[C@@H]2CC[C@@H](CC(=O)N3CCC(Cc4ccccc4)CC3)O[C@@H]2CO)cc1 | 9.3 | -0.1
CO[C@H]1CN(C)C(=O)c2ccc(NC(=O)C3CC3)cc2OC[C@H](C)N(C)C[C@H]1C | -0.8 | -0.2
CNC[C@H]1OCCCC[C@@H](C)Oc2ccc(NC(=O)CCC(F)(F)F)cc2C(=O)N([C@@H](C)CO)C[C@H]1C | 1.9 | 2.1
CC(=Nc1c2c(nc3ccccc13)N(C)CC2)N(C)C | -12.3 | -0.8
C[C@H]1CN([C@@H](C)CO)C(=O)c2cc(C#CC(C)(C)O)cnc2O[C@@H]1CN(C)C(=O)C1CCC1 | -1.8 | -0.3
CCC(=O)N(C)C[C@H]1Oc2ncc(-c3ccc(F)cc3)cc2C(=O)N([C@@H](C)CO)C[C@H]1C | 2.4 | -4.4
Cc1ccc(Cl)c(OCC(=O)NCc2ccco2)c1 | 4.3 | -0.7
C[C@@H]1CN([C@H](C)CO)C(=O)c2cc(NS(=O)(=O)c3ccc(F)cc3)ccc2O[C@@H]1CN(C)CC1CCCCC1 | -0.2 | -1.5
COc1ccc(S(=O)(=O)N(C)C[C@@H]2Oc3ccc(NS(=O)(=O)c4cccs4)cc3C(=O)N([C@H](C)CO)C[C@H]2C)cc1 | · | 1.2
CC1(C)Cc2c(sc3c2c(=O)n(Cc2ccccc2)c2nnc(SCC(=O)c4ccc(Cl)cc4)n32)CO1 | -30.2 | 0.4
C[C@H]1CN([C@@H](C)CO)C(=O)c2cc(N(C)C)ccc2O[C@H]1CN(C)Cc1ccc(C(=O)Nc2ccccc2N)cc1 | -8.8 | ·
C[C@@H]1CN([C@@H](C)CO)C(=O)c2cc(NS(=O)(=O)c3cccs3)ccc2O[C@H]1CN(C)S(=O)(=O)c1cn(C)cn1 | · | -2.3
C=CCOC(=O)C(=O)/C=C/c1coc2ccccc2c1=O | 5.0 | ·
C[C@H](CO)N1C[C@H](C)[C@@H](CN(C)C(=O)Nc2ccc(F)cc2)Oc2c(NS(=O)(=O)c3ccccc3)cccc2C1=O | 3.8 | -0.8
CO[C@H]1CN(C)C(=O)c2cc(NC(=O)C3CC3)ccc2OC[C@H](C)N(C(=O)Cc2ccccn2)C[C@@H]1C | 0.9 | 0.4
CC(C)NC(=O)Nc1ccc2c(c1)C(=O)N([C@@H](C)CO)C[C@H](C)[C@H](CN(C)C(=O)NC(C)C)O2 | 8.6 | ·
C[C@@H]1CCCCO[C@@H](CN(C)Cc2ccc(C(=O)Nc3ccccc3N)cc2)[C@@H](C)CN([C@H](C)CO)C(=O)c2cc(NS(=O)(=O)c3ccccc3)ccc2O1 | -2.8 | 0.2
Cc1noc(C)c1NC(=O)Nc1cccc2c1O[C@H](CN(C)C)[C@@H](C)CN([C@@H](C)CO)C2=O | · | 1.3
